CaV13 ICDI inh – Disruptors of the CACNA1D IQ motif to Ca2+-dependent inactivation inhibitor domain association, primary screening, Förster resonance energy transfer in intact living … | HEK cells, CFP/YFP FRET ICDI-IQ, plate reader, 10 min; percent FRET-ratio fall versus neutral wells | inhibition, % at 12.3 µM | 0.098% of 340,000 active | AID 743397;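 active means mean replicate inhibition of at least 30% and at least 1% of replicates passing that level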;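 further: 0% = median of the neutral control wells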
HTR2A ag – mouse Htr2a agonists via beta-arrestin recruitment, primary screen, cell-based, luminescence; activation, % at 7.6 µM; 0.66% of 360,000 active; 5-hydroxytryptamine receptor 2A (Mus musculus), P35363; CHO-K1 mHTR2A beta-arrestin complementation; percent of 30 µM serotonin response;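 active means activation above a run cutoff, the mean activation of all tested compounds plus 3 SD, cut at about 14% in these data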;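 further: 0% = plate median of compound wells and 100% = 30 µM serotonin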
Target sequence (P35363 whole entry, looked up): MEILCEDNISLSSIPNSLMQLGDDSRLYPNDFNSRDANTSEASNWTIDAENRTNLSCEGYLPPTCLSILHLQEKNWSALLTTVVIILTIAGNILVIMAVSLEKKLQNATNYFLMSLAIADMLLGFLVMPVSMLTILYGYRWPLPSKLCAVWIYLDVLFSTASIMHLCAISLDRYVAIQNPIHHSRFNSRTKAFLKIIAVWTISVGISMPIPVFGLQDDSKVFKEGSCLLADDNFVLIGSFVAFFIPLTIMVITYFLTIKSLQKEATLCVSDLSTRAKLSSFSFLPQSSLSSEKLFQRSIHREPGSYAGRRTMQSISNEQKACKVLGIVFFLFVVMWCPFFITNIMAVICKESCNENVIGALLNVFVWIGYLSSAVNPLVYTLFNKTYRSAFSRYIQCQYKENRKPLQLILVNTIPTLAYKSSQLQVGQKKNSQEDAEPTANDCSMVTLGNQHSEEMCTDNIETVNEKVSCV
Cardio protect – cardioprotection against H2O2-induced cell death, primary screen, uHTS, H9c2 cells, ATPLite luminescence; H9c2 cardiomyocytes, H2O2 injury protection, 2 h; protection from H2O2 cell death, % at 20 µM; 0.63% of 360,000 active; AID 588492, 2011;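 active means compounds giving at least 50% protection of heart cells from peroxide-induced death in the single-dose screen, raw or plate-pattern-corrected value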;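 further: 0% = DMSO wells with peroxide and 100% = DMSO wells without peroxide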
aDG glyco act – activators of alpha-DG glycosylation, primary screen, uHTS, Pro5-aDG cells, AlphaScreen. alpha-DG glycosylation AlphaScreen (IIH6); 0% Pro5, 100% B10-LARGE cell signal. activation, % at 10 µM. 0.22% of 360,000 active;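 active means activation of at least 8% versus controls, or a plate z-score of at least 8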;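 further: Pro5 are CHO cells carrying HIG-tagged alpha-DG that lacks glycosylation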
PDI turbidity – inhibitors of human PDI, primary screen, biochemical, turbidity, single point, plate reader. Protein disulfide-isomerase (Homo sapiens), P07237. PDI insulin aggregation turbidity, A650, 90 min. inhibition, % at 10 µM. 0.052% of 350,000 active;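 active means mean inhibition across replicates of 30% or more, whatever share of single replicates reach that level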;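 further: absorbance from insulin aggregation driven by PDI reduction with DTT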
Target sequence (P07237 whole entry, looked up): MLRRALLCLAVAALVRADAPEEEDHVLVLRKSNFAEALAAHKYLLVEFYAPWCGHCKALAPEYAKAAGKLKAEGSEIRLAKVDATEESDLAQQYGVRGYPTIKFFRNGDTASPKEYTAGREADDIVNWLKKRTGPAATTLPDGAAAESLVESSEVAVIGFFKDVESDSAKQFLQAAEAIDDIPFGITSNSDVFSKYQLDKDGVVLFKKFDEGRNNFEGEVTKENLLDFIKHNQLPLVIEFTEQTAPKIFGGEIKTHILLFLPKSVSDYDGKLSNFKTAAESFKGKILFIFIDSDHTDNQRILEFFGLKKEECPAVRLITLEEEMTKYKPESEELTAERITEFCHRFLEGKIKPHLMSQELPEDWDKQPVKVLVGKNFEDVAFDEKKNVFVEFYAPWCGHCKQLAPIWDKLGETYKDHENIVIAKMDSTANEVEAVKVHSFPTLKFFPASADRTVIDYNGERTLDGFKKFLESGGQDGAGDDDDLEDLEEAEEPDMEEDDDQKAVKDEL
Granule exo inh – LAMP-1 surface exposure blockers, TALL-104 cells – cell-based, flow cytometry, MLPCN library, primary screen; 0.66% of 360,000 active; TALL-104 LAMP-1 surface exposure; cells stimulated with thapsigargin and PMA; inhibition, % at 10 µM; AID 651702, 2012;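 active means inhibition above about 55%, limit read from the data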
ABCB6 inh MLPCN – ABCB6 transporter inhibitors, primary screen, K562-ABCB6 cells, flow cytometry, MLPCN library; fluorescence ratio to DMSO, % at 10 µM; K562-ABCB6 porphyrin accumulation, 1 h; active compounds read low; 0.19% of 360,000 active; AID 602162, 2011;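 active means fluorescence ratio to DMSO below 75%, the collection mean minus 3 SD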;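 further: signal is porphyrin accumulated inside mitochondria; 100% equals median channel fluorescence of DMSO control wells; lower ratio means ABCB6 inhibition with less porphyrin fluorescence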
Vif inh – HIV Vif self-association inhibitors, primary screen, imaging, HEK293T, single point | HEK293T cells, Vif self-association by quenched fluorescence, 24 h | inhibition, % at 7.49 µM | 0.35% of 340,000 active | AID 602346, 2012; in the data active means inhibition above about 50%, passing the limit was not always enough; further: some results filed as inactive read as strong as hits
hiPSC survival – enhancers of single-cell hiPSC survival, primary screen, ATPlite luminescence | 100% = ROCK inhibitor wells, 0% = DMSO | survival enhancement, % at 20 µM | 0.044% of 360,000 active; in the data active means survival enhancement above about 18%;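 further: cells exposed to compounds for 16 hours before the ATP read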
Glyco luc inh – increase of ERlucT glycosylation luciferase signal, primary screen, N-linked glycosylation inhibitor project, D54 ERlucT cells, luminescence, set 2. reporter increase, % at 12.5 µM. 0.23% of 360,000 active. AID 588692, 2011. D54 ERlucT glycosylation luciferase reporter, 24 h; percent of 100 nM tunicamycin response;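 active means mean luciferase reporter signal, scaled so untreated is 0 and the glycosylation-blocking control 100, at or above a set limit in every replicate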;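 further: luciferase carries N-glycosylation sites so blocking glycosylation raises the light; 0% = median of neutral control wells and 100% = median of 100 nM tunicamycin wells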
* marks the source's active call; other numbers are inactive results; . = not tested or not shown. No enrichment for hits; 3.1% or so of the library scored in one or more.

SMILES | CaV13 ICDI inh | HTR2A ag | Cardio protect | aDG glyco act | PDI turbidity | Granule exo inh | ABCB6 inh MLPCN | Vif inh | hiPSC survival | Glyco luc inh
O=C(COc1ccc(S(=O)(=O)N2CCCCC2)cc1)NCc1ccccn1 | -4 | 1 | -1 | 0.3 | -2 | 0 | 100 | -5 | 0.6 | -2
COc1cccc(C2N(c3ccc(Cl)cc3)C(=O)C3CCCN32)c1 (centres undefined) | -5 | -2 | 5 | -0.1 | . | -1 | 102 | 2 | -0.3 | -1
Cc1cc(NS(=O)(=O)c2ccc(NC(=O)c3c(F)c(F)c(F)c(F)c3F)cc2)nc(C)n1 | -5 | 0 | 2 | -0.1 | 12 | -13 | 106 | -21 | 0.1 | 1
COc1ccc(/C=N/Nc2ncc(-c3ccccc3)cn2)c(OC)c1 | . | -3 | -5 | 0.1 | -2 | -1 | 103 | 6 | 0.1 | 2
CCn1cc(C(=O)NCc2ccc3c(c2)OCO3)c(=O)c2cc(S(=O)(=O)N3CCOCC3)ccc21 | -6 | 1 | -1 | -0.2 | 0 | 6 | 95 | -1 | 2.5 | 6
CCc1nc2ccccc2c(C(=O)Nc2cc(C)ccc2C)c1C | 0 | 6 | 1 | 0.0 | 4 | -2 | 95 | -2 | 0.0 | -1
COc1ccc(CCN(C)C2CCCN(S(=O)(=O)c3ccc(C)cc3)C2)cc1OC (centres undefined) | -21 | 5 | -4 | 0.3 | 3 | -8 | 90 | -3 | 0.0 | -1
COC(=O)COc1ccc(S(=O)(=O)NCc2ccncc2)cc1 | -9 | 1 | -17 | 0.7 | 2 | 1 | 87 | -18 | 1.4 | 1
COc1ccc(CCNC(=O)C(C)SCC(=O)Nc2ccc(F)cc2)cc1 (centres undefined) | -7 | -2 | -2 | -0.3 | 10 | 3 | 93 | -6 | -0.4 | -3
COc1ccc2c(c1)[C@H]1[C@H](CO2)[C@H](c2ccccc2)[C@@]2(C)C(=O)N[C@H](C)C(=O)N12 | -9 | -1 | -4 | -0.1 | -2 | -5 | 99 | 0 | -1.3 | 1
Cc1nc2ccc(F)cc2cc1C(=O)NCC1CCCO1 (centres undefined) | -6 | 1 | 3 | 0.0 | -31 | 0 | 111 | -6 | 0.4 | -1
O=C(OCC(=O)N1CCCC1)c1c(Cl)ccc(Cl)c1Cl | -5 | 5 | 1 | -0.1 | 7 | 22 | 104 | -2 | -0.4 | 0
O=C(O)Cn1cnc2sc3c(c2c1=O)CCCC3 | -1 | 0 | -3 | 0.0 | -6 | 2 | 99 | 22 | 1.2 | -1
O=C(CCNS(=O)(=O)c1ccccc1)N1CCN(c2ccccc2F)CC1 | -5 | 0 | 0 | -0.3 | 2 | 3 | 98 | -5 | 0.1 | -1
COc1ccc(-n2nc(C(=O)NCC(=O)NCCCN3CC(C)CC(C)C3)c3ccccc3c2=O)cc1 (centres undefined) | -17 | -7 | -3 | -0.1 | 10 | -2 | 97 | 12 | -0.5 | -1
O=C(Cc1cccc(C(F)(F)F)c1)Nc1ccc(S(=O)(=O)N2CCCC2)cc1 | -6 | -10 | -14 | 0.7 | 6 | 30 | 102 | -5 | 0.6 | -6
O=C1c2ccccc2C(Nc2cccnc2)N1Cc1ccccc1Cl (centres undefined) | -7 | 2 | 0 | 0.2 | . | 1 | 99 | 18 | 2.9 | -5
O=C(Cn1nnc2ccccc21)N/N=C\c1cccs1 | -15 | 0 | -7 | 0.0 | 4 | -3 | 100 | -1 | 0.9 | 5
COc1cccc(CNC(=O)c2ccc(Cl)c(S(=O)(=O)N3CCOCC3)c2)c1 | -6 | 0 | 4 | 0.9 | -3 | 5 | 93 | 0 | 0.5 | -1
NC(=S)c1ccc(C(N)=S)o1 | -5 | -2 | 0 | -0.1 | -1 | 16 | 108 | 3 | -0.5 | 2
COc1ccc(Cc2c(-c3ccc(F)cc3)nc3c4ccccc4ccn23)c(C)c1 | -8 | -1 | -7 | 0.1 | . | -1 | 100 | . | -2.4 | -1
O=C(CS(=O)(=O)c1ccc(F)cc1)Nc1nnc(-c2cccs2)o1 | -6 | 3 | 4 | -0.1 | 8 | 1 | 97 | -11 | -0.3 | 1
CCOC(=O)Cc1csc(NC(=O)c2c(O)c3ccccc3n(CC(C)C)c2=O)n1 | -7 | 4 | -6 | -0.1 | 5 | -1 | 98 | -11 | 0.3 | -1
CS(=O)(=O)Nc1ccccc1C(=O)N1CCCC1 | . | 2 | 8 | -0.1 | -4 | 0 | 89 | -3 | 0.2 | 0
COC(=O)c1c(NC2=NS(=O)(=O)c3ccccc32)sc2c1CCC(C(C)(C)C)C2 (centres undefined) | -5 | 1 | 12 | 0.0 | 1 | 6 | 94 | -2 | -0.6 | 0
SMILES | CaV13 ICDI inh | HTR2A ag | Cardio protect | aDG glyco act | PDI turbidity | Granule exo inh | ABCB6 inh MLPCN | Vif inh | hiPSC survival | Glyco luc inh
O=C(c1[nH]c(C(F)(F)F)nc1-c1ccccc1)N1CCN(c2ccccc2)CC1 | -7 | 1 | 2 | -0.2 | . | -6 | 101 | . | 0.4 | 23
COc1ccc(NC(=O)c2cc(-c3ccc(C)cc3O)n[nH]2)c(OC)c1 | -1 | 4 | 9 | 0.0 | 5 | 2 | 94 | -2 | -0.7 | 0
Cc1ccc(C(=O)C(OC(=O)CNS(=O)(=O)c2ccccc2)c2ccccc2)cc1 (centres undefined) | -6 | 2 | 3 | 0.0 | 0 | 1 | 85 | -11 | 0.4 | -1
Cn1c(/C(C#N)=C/Nc2ccccn2)nc2ccccc21 | -7 | -5 | 5 | -0.1 | -2 | 1 | 99 | -4 | 1.4 | -1
CCOC(=O)C1C(=O)CC(C)(O)C(C(=O)OCC)C1c1ccc(SC)cc1 (centres undefined) | -4 | 5 | 2 | 0.7 | -6 | -8 | 94 | -2 | -2.5 | 3
CC1=C(C(=O)OC2CCCCCCC2)C(c2cc3c(cc2Br)OCO3)CC(=O)N1 (centres undefined) | -5 | 0 | -6 | -0.1 | 19 | 11 | 89 | -9 | -2.8 | -3
COc1ccccc1NS(=O)(=O)c1ccc(C(=O)N2CCCC(C(F)(F)F)C2)cc1 (centres undefined) | -14 | 7 | -4 | 0.1 | -4 | 4 | 93 | 0 | -0.3 | -5
COc1cc(C2C(C#N)=C(N)OC3=C2C(=O)CCC3)cc2c1OCO2 (centres undefined) | -3 | 8 | -2 | 0.2 | 3 | -2 | 95 | 0 | -0.5 | 1
O=C1C=C(OCCF)CC(c2ccc(Br)cc2)O1 (centres undefined) | -10 | -8 | . | -0.1 | . | -2 | . | . | . | .
O=C(C1CCCCC1)N1CCN(S(=O)(=O)c2ccc(Br)cc2)CC1 | 0 | 5 | -10 | 0.5 | 9 | -4 | 108 | 0 | -4.3 | -4
Cc1ccc(-n2c(SCC(N)=O)nnc2-c2ccco2)cc1 | -2 | -1 | -1 | 4.3* | 1 | -8 | 92 | 4 | 1.1 | -1
COc1ccc(CNC(=O)c2nn(-c3ccccc3)cc2OC)cc1 | -8 | -3 | 7 | 0.0 | 0 | -6 | 95 | -1 | 0.2 | 1
Cc1ccc(C(=O)NCC(=O)OCC(=O)Nc2cc(C)c(C)cc2[N+](=O)[O-])cc1 | -15 | -2 | 2 | 0.0 | -1 | 3 | 98 | -9 | 1.7 | 2
N#Cc1c(-c2ccccc2)nc2n1CCS2 | -5 | 2 | -7 | 0.0 | -3 | -3 | 93 | 0 | -2.1 | 1
COc1cc2[nH]c(=S)n(CCN3CCOCC3)c(=O)c2cc1OC | -5 | -6 | 15 | -0.4 | -2 | 3 | 100 | 44 | -0.7 | 3
CCOc1ccc(N(CC(=O)NCc2ccc(F)cc2)S(=O)(=O)c2c(C)noc2C)cc1 | 3 | 5 | 4 | 0.1 | -3 | 5 | 98 | -2 | -0.2 | -1
CC(C)C(OC(=O)c1cccs1)C(=O)NCc1cccs1 (centres undefined) | -5 | -3 | -8 | 0.0 | 19 | -1 | 96 | -6 | 3.5 | -1
O=C(Nc1ccc(S(=O)(=O)Nc2ncccn2)cc1)c1ccccc1 | -2 | -4 | 3 | 0.1 | 1 | -4 | 710 | -3 | -0.1 | 2
O=[N+]([O-])c1cc(/C=N/N2CCN(c3ccccc3)CC2)ccc1Cl | -4 | 0 | 1 | -0.3 | -1 | 0 | 104 | -3 | -1.0 | -1
CN1CCN(c2oc(-c3ccco3)nc2S(=O)(=O)c2ccccc2)CC1 | -7 | -4 | -1 | -0.2 | 8 | -1 | 91 | 6 | -2.5 | 0
COc1ccccc1N1CCN(C(=O)c2cc3c(C)nc4ccccc4c3o2)CC1 | -7 | -7 | -5 | 1.5 | 8 | 9 | 94 | -19 | 0.5 | 3
CCOCCCNC(=O)C1CCN(S(=O)(=O)CC)CC1 | . | -1 | -3 | 0.1 | 5 | -3 | 102 | 1 | 0.4 | 0
CC(=O)Nc1cccc2ccc(O)cc12 | -6 | -4 | -3 | 0.2 | 2 | 6 | 108 | -7 | 1.4 | 1
Cc1ccc(S(=O)(=O)N2CCOCC2)cc1C(=O)O | -9 | 2 | 7 | 0.0 | 6 | 2 | 100 | . | 6.1 | 1
O=C1CCC(/C=C/c2ccccc2)=NN1Cc1ccc(Cl)c(Cl)c1 | 0 | -2 | -12 | 0.1 | 0 | 1 | 94 | 3 | 2.9 | 2
SMILES | CaV13 ICDI inh | HTR2A ag | Cardio protect | aDG glyco act | PDI turbidity | Granule exo inh | ABCB6 inh MLPCN | Vif inh | hiPSC survival | Glyco luc inh
O=C(COC(=O)Cn1cnc2ccccc21)Nc1ccc2c(c1)OCCO2 | -1 | -2 | -3 | -0.3 | -4 | 1 | 107 | -2 | 3.0 | 2
Cn1c(SCC#N)nnc1-c1cccnc1 | 6 | -3 | 0 | -0.3 | -2 | 0 | 102 | 4 | -0.1 | 4
CCOc1nc(C)ccc1-c1noc(CC)n1 | -3 | 2 | 5 | 0.1 | 5 | -1 | 95 | -11 | -3.6 | 0
COc1ccc(OCCn2cnc3ccccc32)cc1 | 2 | 1 | -9 | 0.1 | -71 | -4 | 98 | 0 | -0.3 | 0
CC(C)C(=O)NC(Nc1ccc(S(N)(=O)=O)cc1)C(Cl)(Cl)Cl (centres undefined) | -3 | 0 | 12 | -0.4 | 0 | -3 | 108 | -18 | 1.1 | 0
NC(=O)COc1ccccc1C(=O)NC12CC3CC(CC(C3)C1)C2 | -19 | 4 | 1 | -0.2 | 1 | -2 | 96 | 1 | 0.7 | 1
CC1CN(C(c2cccs2)c2sc3ncnn3c2O)CC(C)O1 (centres undefined) | -4 | 0 | 3 | 0.0 | . | 0 | 100 | 3 | 1.2 | 1
Cc1cc(C)nc(NS(=O)(=O)c2ccc(NC(=O)CCN3C(=O)c4ccccc4C3=O)cc2)n1 | -8 | 3 | 19 | -0.1 | 2 | -4 | 94 | -5 | -2.5 | 1
CCCCn1c(O)c(N=Nc2ccccn2)c2ccccc21 | -5 | -3 | -2 | -0.2 | 5 | 0 | 95 | -8 | -0.5 | -5
COc1ccc(NC(=O)c2c(F)cccc2F)cc1S(=O)(=O)Nc1ccc(Br)cc1 | -5 | -3 | 10 | 0.1 | 4 | 4 | 94 | -5 | -1.2 | 1

High-throughput results from PubChem BioAssay.
